TNAP inh hiacc = inhibitors of human TNAP at high phosphate acceptor concentration; P05186; purified TNAP, CDP-star luminescence, 1 M DEA; inhibition, % at 20 µM; actives 0.03% (n = 200,000);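 active means over 50% inhibition of tissue-nonspecific alkaline phosphatase at 20 µM in the single-dose screen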;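 further: plate controls were DMSO wells for no effect and EDTA-quenched wells as full inhibition for full effect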
Target sequence (P05186 whole entry, looked up): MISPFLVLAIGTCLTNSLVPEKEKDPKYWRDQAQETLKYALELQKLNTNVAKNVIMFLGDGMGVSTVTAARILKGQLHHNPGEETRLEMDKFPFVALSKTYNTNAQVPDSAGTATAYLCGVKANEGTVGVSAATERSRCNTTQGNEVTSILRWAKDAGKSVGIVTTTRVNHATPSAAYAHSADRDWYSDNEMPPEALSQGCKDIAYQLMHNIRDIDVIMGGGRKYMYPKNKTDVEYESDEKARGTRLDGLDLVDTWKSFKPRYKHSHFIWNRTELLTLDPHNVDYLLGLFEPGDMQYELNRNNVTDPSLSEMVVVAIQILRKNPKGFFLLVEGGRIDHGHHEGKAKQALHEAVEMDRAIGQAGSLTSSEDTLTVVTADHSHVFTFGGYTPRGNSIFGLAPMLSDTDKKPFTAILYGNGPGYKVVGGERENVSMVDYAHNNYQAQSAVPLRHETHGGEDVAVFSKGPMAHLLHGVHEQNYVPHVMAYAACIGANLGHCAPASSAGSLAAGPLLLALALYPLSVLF
bIAP activator = intestinal alkaline phosphatase (bovine) activation. purified bovine IAP, CDP-star luminescence, 30 min; hits give high values; fold of DMSO-control signal, blank-subtracted. activation factor at 20 µM. actives 0.17% (n = 200,000);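 active means activation factor of 2 or more at 20 µM, a signal rise over negative controls twice the positive control's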
APP 5UTR inh = APP translation inhibition; SH-SY5Y APP 5'UTR-luciferase reporter, luminescence; inhibition, % at 2 µM; actives 0.82% (n = 190,000); AID 1285;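 active means inhibition above a set limit, derived from the sample mean plus 3 SD, cut at about 45% in these data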; further: values of inactives mirror those of a sister screen read the other way
FLuc stim CS = firefly luciferase counter-screen for stimulation assays. P08659. ATPlite luciferase biochemical, luminescence, 10 min; 0 = ATP-free wells, 1 = DMSO control. activation factor at 10 µM. 200,000 tested, under 10 active. AID 1027;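 active means luciferase activation factor, scaled between plate controls, of at least 2 with compound at 10 µM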
Target sequence (P08659 whole entry, looked up): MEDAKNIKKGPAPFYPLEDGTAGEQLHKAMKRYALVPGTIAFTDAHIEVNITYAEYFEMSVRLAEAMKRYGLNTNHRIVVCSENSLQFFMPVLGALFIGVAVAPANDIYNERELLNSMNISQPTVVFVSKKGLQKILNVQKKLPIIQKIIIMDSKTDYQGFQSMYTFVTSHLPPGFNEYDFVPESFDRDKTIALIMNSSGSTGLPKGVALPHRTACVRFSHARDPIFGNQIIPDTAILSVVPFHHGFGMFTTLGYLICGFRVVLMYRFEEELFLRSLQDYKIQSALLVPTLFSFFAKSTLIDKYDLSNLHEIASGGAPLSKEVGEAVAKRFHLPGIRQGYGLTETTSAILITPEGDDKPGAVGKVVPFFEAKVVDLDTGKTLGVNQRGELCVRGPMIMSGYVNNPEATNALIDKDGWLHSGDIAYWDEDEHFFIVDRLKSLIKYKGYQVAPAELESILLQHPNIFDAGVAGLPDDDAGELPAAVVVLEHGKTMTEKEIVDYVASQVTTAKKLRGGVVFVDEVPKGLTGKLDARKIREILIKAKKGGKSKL
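Material: Luciferase/luciferin reagent mix | Doses: Test compounds dosed from 2 mM stocks in 100% DMSO | Timing: 10 min incubation after luciferase reagent addition, room temperature | Measured by: Luminescence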
bIAP inhibitor = blocks bovine intestinal alkaline phosphatase activity; purified bovine IAP, CDP-star luminescence, 30 min; inhibition, % at 20 µM; 190,000 tested, under 10 active;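 active means over 50% inhibition of intestinal alkaline phosphatase at 20 µM in the single-dose screen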
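test system = bovine IAP enzyme | medium = DEA buffer 100 mM, pH 9.8, with MgCl2 1.0 mM, ZnCl2 0.02 mM | detection = luminescence | dosing = single compound dose of 20 µM, 2% DMSO final | incubation = 30 min reaction at room temperature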
Lmaj promast = Leishmania major promastigote growth inhibition; Leishmania major promastigotes, resazurin fluorescence viability; inhibition, % at 10 µM; actives 9% (n = 200,000); in the data active means inhibition above about 50%;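 further: promastigotes grown with compound for 44 hours at 28 °C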
TNAP inh no acc = inhibitors of human TNAP without phosphate acceptor; purified TNAP, CDP-star luminescence, 30 min; inhibition, % at 20 µM; actives 0.26% (n = 200,000); P05186;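 active means tissue-nonspecific alkaline phosphatase inhibition above about 50% at 20 µM in the single-dose screen, limit read from the data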;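 further: 0% = DMSO negative control and 100% = EDTA positive control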
FLuc inhib CS = counter-screen for luciferase assay inhibitors: firefly luciferase inhibition; P08659; ATPLite firefly luciferase biochemical luminescence, 10 min; inhibition, % at 10 µM; actives 1.5% (n = 200,000);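 active means inhibition above about 50% when tested at 10 µM, limit read from the data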
RAM inhibit = blocks the yeast RAM network | actives 1.8% (n = 190,000) | S. cerevisiae dse1pr::URA3 reporter, 5-FOA growth OD615, 2 d; analog-sensitive cbk1-as2 kinase mutant strain | AID 868 | inhibition, % at 50 µM;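 active means inhibition above a set limit, 3 SD over mean compound inhibition, cut at about 8.4% in these data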;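 further: 0% = DMSO-only wells with no growth and 100% = 10 µM 1-NA-PP1 full growth; inhibition rescues growth on 5-FOA so higher OD means more RAM inhibition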
TNAP act hi DEA = TNAP (human) activation, high acceptor | P05186 | purified TNAP, CDP-star luminescence, 1 M DEA, 30 min; hits give high values; 0 = EDTA background, 1 = DMSO-only activity | activation factor at 20 µM | 200,000 tested, under 10 active;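 active means activation factor at least 2 at 20 µM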
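Control set: EDTA negative control, DMSO positive control / Assay system: human TNAP / Quantity: TNAP 1/800 final / Evaluation: TNAP activation factor scaled between EDTA and DMSO control wells / Measured by: luminescent substrate turnover signal / Compound dosing: one dose, 20 µM / Times: 30 min enzyme reaction at room temperature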
Starred values were filed as active, the others as inactive; / = not tested or not shown.

SMILES | TNAP inh hiacc | bIAP activator | APP 5UTR inh | FLuc stim CS | bIAP inhibitor | Lmaj promast | TNAP inh no acc | FLuc inhib CS | RAM inhibit | TNAP act hi DEA
COC1=C(OC)C(=O)C(CCCCCCCCCCO)=C(C)C1=O | 0 | 1 | / | 1 | -5 | / | 0 | 2 | / | 1
CC1(C)CC(=O)C2=C(C1)NC(Nc1nc3ccccc3o1)=NC2c1ccccn1 (stereo not given) | -4 | 0.9 | 8 | 1.1 | 12 | 48 | -12 | -7 | 6.8 | 1
CC(C)CC1(C)NC(=O)N(CCN2C(=O)c3ccccc3C2=O)C1=O (stereo not given) | -8 | 1 | 22 | 1 | 5 | -9 | -13 | -3 | 0.5 | 1.1
O=C(/C=C/Nc1ccccc1)c1cnc(-c2ccccc2)s1 | -2 | 0.8 | -2 | 1.1 | 20 | -6 | -10 | -7 | 4.8 | 1
O=c1cc2c(nn1Cc1cccc([N+](=O)[O-])c1)-c1ccccc1CC2 | 0 | 1 | -1 | 1.1 | 0 | 22 | -4 | -5 | 1.1 | 1
CNC(=S)N(Cc1ccc(OC)cc1)C1CC(=O)N(c2ccc(OC)cc2)C1=O (stereo not given) | 2 | 0.9 | / | 1.1 | 11 | -3 | 0 | -9 | 10* | 1
C=C(C)c1cccc(C(C)(C)NC(=O)NCCN(CC)CC)c1 | -2 | 1.2 | -2 | 1 | -17 | 5 | -14 | -4 | 1.4 | 1
Cc1ccc(OCC(=O)N2CCN(C(=O)CCC3CCCC3)CC2)cc1 | -5 | 1 | -46 | 1.1 | 4 | -1 | -8 | -9 | -0.3 | 1.1
CCCCN(CC)CCCNC(=O)CN1C(=O)CSc2ccc(S(=O)(=O)N3CCOCC3)cc21 | -2 | 1.1 | 4 | 1.1 | -12 | 4 | -8 | -8 | -0.2 | 1
COCCNC(=O)c1cc(-c2ccc(OC)c(OC)c2)on1 | -2 | 1 | -9 | 1 | 5 | -4 | 0 | -5 | 0.2 | 1
CC(c1ccccc1)N1C(=O)CC(Sc2ncccc2C(=O)O)C1=O (stereo not given) | -2 | 0.9 | 39 | 1 | 7 | -7 | -8 | -1 | 0.0 | 1
C=CCS(=O)(=O)N1CCCC(C(=O)c2cccc(Cl)c2)C1 (stereo not given) | -6 | 1 | 4 | 1.1 | -3 | -4 | -4 | -8 | -0.4 | 1.1
Cn1cc(S(=O)(=O)Nc2ccc(Br)cc2F)c(=O)n(C)c1=O | -5 | 1 | -8 | 1 | 4 | -1 | -13 | -3 | 0.5 | 1.1
CC12CN3CC(C)(CN(C1)C3c1ccc3c(c1)OCO3)C2=O (stereo not given) | -1 | 0.9 | -3 | 1.1 | 9 | -3 | -8 | -7 | 0.0 | 1
COc1ccc(C2=NN(S(C)(=O)=O)C(c3cccs3)C2)cc1OC (stereo not given) | -6 | 1 | -83 | 1 | 3 | 0 | -13 | 2 | 4.2 | 1.1
COCc1cc(C)n(CC(=O)Nc2ccc(Cl)cc2Cl)c(=O)c1C#N | -8 | 1 | -16 | 1 | 4 | -8 | 1 | -2 | 3.9 | 1.1
C/C(=C\C(=O)c1cccnc1)Nc1ccc(C)c(C)c1 | -3 | 0.9 | -19 | 0.6 | 7 | 20 | -3 | 38 | 0.1 | 1
CCOc1ccc2nc(NC3=NC(C)(C)C=C(C)N3)nc(C)c2c1 | -6 | 1 | / | 1.1 | -2 | 98* | -9 | -8 | 0.3 | 1.1
Cc1cc(F)ccc1NCc1ccncc1 | -8 | 1 | -10 | 1.1 | 1 | -2 | -14 | -6 | 2.4 | 1.1
S=c1[nH]nc(CCc2ccccc2)n1-c1ccccc1 | 0 | 1.5 | -1 | 0.9 | -48 | -7 | -17 | 8 | -0.7 | 1
CC1CCN(C(=O)CSc2nnc(Cc3cccn3C)n2CCc2ccccc2)CC1 | -4 | 1.1 | 3 | 1.1 | -6 | -4 | -5 | -10 | 0.3 | 1
O=C(NCc1cccs1)c1ccccc1F | -2 | 1 | 2 | 1.1 | -1 | -3 | -13 | -7 | 1.2 | 1
Cc1ccc2[nH]c(=O)c(C(c3nnnn3CC3CCCO3)N3CCCc4ccccc43)cc2c1 (stereo not given) | -7 | 0.9 | -4 | 1.1 | 10 | 4 | -9 | -9 | -0.2 | 1.1
CCN(CC(=O)Nc1ccccc1C(=O)OC)S(=O)(=O)c1ccccc1 | -10 | 0.9 | -10 | 1.1 | 7 | 1 | -6 | -5 | 1.9 | 1.1
O=C1NC(=S)N/C1=C/c1ccc(Oc2ccc(C(F)(F)F)cc2[N+](=O)[O-])c(Cl)c1 | -3 | 0.7 | -8 | 1 | 25 | 9 | -22 | -4 | 4.4 | 1

(listing goes on)
SMILES | TNAP inh hiacc | bIAP activator | APP 5UTR inh | FLuc stim CS | bIAP inhibitor | Lmaj promast | TNAP inh no acc | FLuc inhib CS | RAM inhibit | TNAP act hi DEA
O=C(NC1CC1)c1cc(OCC(F)(F)F)ccc1OCC(F)(F)F | -4 | 1 | -8 | 1 | 3 | 5 | -2 | 4 | 1.0 | 1
COc1ccc(N2C(=O)CC(Sc3nccc(C)n3)C2=O)cc1 (stereo not given) | 2 | 0.9 | -11 | 1 | 9 | -1 | -13 | 4 | 1.9 | 1
O=C(O)CCc1ccc(-c2ccc(Br)cc2)n1CC(=O)O | -4 | 1 | -14 | 1 | 0 | -4 | -13 | -1 | -0.4 | 1
COc1ccc(Cc2nnc(SC)[nH]c2=O)cc1 | -6 | 0.9 | / | 1 | 6 | -8 | -1 | -3 | 0.5 | 1.1
Fc1cccc(Cl)c1Cn1nnc2c(-n3ccnc3)ncnc21 | -6 | 0.9 | -2 | 1.1 | 11 | 2 | -8 | -8 | 1.6 | 1.1
O=C(O)/C=C\C(=O)Nc1ccc(N2CCN(c3ccc(F)cc3)CC2)cc1 | -1 | 1.1 | 6 | 0.9 | -7 | -3 | -5 | 14 | 2.6 | 1
CN(C(=O)CSc1nnnn1-c1ccccc1)C1CCCCC1 | -1 | 0.9 | -23 | 1 | 7 | -1 | -7 | 0 | 1.6 | 1
O=C(NCC1c2ccccc2CCN1C(=O)CN1C(=O)c2ccccc2C1=O)C1CCCCC1 (stereo not given) | -3 | 0.9 | 7 | 1 | 8 | -4 | -10 | -4 | 1.2 | 1
CC(C)(C)NC(=O)NC(=O)CN1CCc2ccccc21 | 5 | 1.1 | 14 | 1 | -8 | 12 | -2 | 3 | -1.2 | 0.9
CCNC(=S)Nc1cc(C(=O)N2CCCC2)ccc1N1CCCC1 | -1 | 1 | -3 | 1.1 | 2 | -2 | -6 | -9 | 2.5 | 1
O=C(O)/C=C\C(=O)Nc1ccccc1C#Cc1ccc(Br)cc1 | -1 | 0.9 | -158 | 1 | 8 | -10 | -8 | -2 | -1.1 | 1
CC(C)CCNC(=O)[C@H](CC(C)C)NC(=O)[C@H]1O[C@@H]1C(=O)O | 0 | 0.9 | 3 | 1 | 9 | -5 | -5 | -4 | -0.6 | 1
O=C(O)CCC(=O)NNC(=O)COc1cccc(Cl)c1 | -3 | 1 | -19 | 1 | -3 | -1 | -8 | -2 | 3.6 | 1
CC(C)(C)NC(=O)CN(C(=O)c1ccc(Cl)nc1)c1cccc2ccccc12 | -3 | 1 | 19 | 1.1 | -4 | 31 | -4 | -11 | 0.9 | 1
CC(C)c1ccc(-c2nn(-c3ccccc3)cc2C2C(C#N)=C(N)OC3=C2C(=O)CC(C)(C)C3)cc1 (stereo not given) | -2 | 1 | -7 | 1.1 | 1 | 77* | -8 | -7 | -0.4 | 1
COc1ccc2cc(C3OCCO3)c(Cl)nc2c1 | -6 | 1.1 | -86 | 0.6 | -5 | -6 | -6 | 40 | 0.9 | 1.1
COC(=O)CCC(=O)NNC(=O)c1cccc(Cl)c1 | -5 | 1 | -13 | 1.1 | 5 | -4 | -7 | -8 | 1.1 | 1.1
N#Cc1cnn2c(-c3ccccc3)ccnc12 | -4 | 0.9 | 18 | 1.1 | 8 | 4 | -6 | -10 | 2.6 | 1
CCN(c1ccccc1)S(=O)(=O)c1ccc(Cl)c(NC(=O)COC(=O)c2ccc(O)cc2)c1 | -2 | 0.5 | 7 | 1 | 49 | 1 | -2 | -4 | 6.5 | 1
Cn1c(=O)c2c(nc(CN3CCC(C(N)=O)CC3)n2CCc2ccccc2)n(C)c1=O | -4 | 0.9 | 4 | 1.1 | 6 | -10 | -10 | -6 | -0.1 | 1
Cc1ccc(NC(=O)Cn2c(=O)n(CCCCC(=O)NCc3ccco3)c(=O)c3ccccc32)cc1 | -1 | 1 | -7 | 1 | -2 | 5 | -20 | 1 | 0.2 | 1
CC(C)C(=O)Nc1nnc(CSCc2ccccc2F)s1 | -6 | 0.9 | -15 | 1 | 7 | 91* | -5 | -4 | 2.2 | 1.1
COc1ccccc1-c1ccc(SCc2ccccc2)nn1 | -2 | 1 | -35 | 0.7 | -1 | -11 | -16 | 25 | -0.3 | 1
CCN(Cc1cc2cc(OC)ccc2[nH]c1=O)C(=O)c1ccncc1 | -9 | 0.9 | 4 | 1.1 | 9 | -3 | -17 | -9 | 0.3 | 1.1
Cc1ccc2nc(C)cc(N3CCOCC3)c2c1 | -3 | 1 | -3 | 1 | 1 | 3 | -7 | -4 | 0.8 | 1

Grouped by structure: those above containing a COOH group
SMILES | TNAP inh hiacc | bIAP activator | APP 5UTR inh | FLuc stim CS | bIAP inhibitor | Lmaj promast | TNAP inh no acc | FLuc inhib CS | RAM inhibit | TNAP act hi DEA
CC(c1ccccc1)N1C(=O)CC(Sc2ncccc2C(=O)O)C1=O (stereo not given) | -2 | 0.9 | 39 | 1 | 7 | -7 | -8 | -1 | 0.0 | 1
O=C(O)CCc1ccc(-c2ccc(Br)cc2)n1CC(=O)O | -4 | 1 | -14 | 1 | 0 | -4 | -13 | -1 | -0.4 | 1
O=C(O)/C=C\C(=O)Nc1ccc(N2CCN(c3ccc(F)cc3)CC2)cc1 | -1 | 1.1 | 6 | 0.9 | -7 | -3 | -5 | 14 | 2.6 | 1
O=C(O)/C=C\C(=O)Nc1ccccc1C#Cc1ccc(Br)cc1 | -1 | 0.9 | -158 | 1 | 8 | -10 | -8 | -2 | -1.1 | 1
CC(C)CCNC(=O)[C@H](CC(C)C)NC(=O)[C@H]1O[C@@H]1C(=O)O | 0 | 0.9 | 3 | 1 | 9 | -5 | -5 | -4 | -0.6 | 1
O=C(O)CCC(=O)NNC(=O)COc1cccc(Cl)c1 | -3 | 1 | -19 | 1 | -3 | -1 | -8 | -2 | 3.6 | 1

Quoted from the listing.
Value of O=C(O)CCC(=O)NNC(=O)COc1cccc(Cl)c1 in TNAP inh no acc: -8
Value of N#Cc1cnn2c(-c3ccccc3)ccnc12 in FLuc stim CS: 1.1
Value of COC(=O)CCC(=O)NNC(=O)c1cccc(Cl)c1 in TNAP inh no acc: -7
